Assay outcomes deposited in PubChem by several laboratories.
HIV peptide binding: cell-free HIV fusion peptide-binding blockers – biochemical, uHTS, fluorescence dequenching, primary screen (AID 1986) | one-dose inhibition, % at 20 µM; IC50 in µM for titrated hits | 290,000 tested, 0.3% active | cell-free peptide binding, fluorescence dequenching, 30 min; higher % means a stronger effect; in the data active = inhibition mostly above about 52%, no sharp cut-off; inactive = mostly below about 76%; also: some results filed as inactive read as strong as hits
Large T inhibition: SV40 large T antigen inhibitors, biochemical (AID 1903); SV40 large T antigen ATPase/helicase inhibition assay; higher % means a stronger effect; inhibition, % at 20 µM; hits with a dose series show IC50 in µM; 310,000 tested, 0.39% active; in the data active = a potency from the dose series; inconclusive = inhibition mostly from about 32% at the one dose, without a potency; inactive = the rest, 99 in 100 with inhibition below about 32%; also: strong numbers were not always called active
Dengue-2 NS5 capping: flavivirus cap methylation enzyme inhibition – biochemical, confirmation dose response, primary screen (AID 588689). Dengue-2 NS5 methyltransferase capping enzyme assay, biochemical; higher % means a stronger effect. inhibition, % at 25 µM, or IC50 in µM where a hit was titrated. 340,000 tested, 0.3% active; in the data active = a potency from the dose series; inconclusive = inhibition above about 29% without an active follow-up result
LYP phosphatase: PTPN22 lymphoid phosphatase activity blockers – biochemical, fluorescence intensity, uHTS (AID 1779); inhibition, % at 11.5 µM; hits with a dose series show IC50 in µM; 290,000 tested, 0.054% active; recombinant LYP phosphatase, fluorescence intensity; higher % means a stronger effect; in the data active = inhibition above about 50%;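 also: plate controls were vehicle with enzyme for no effect and no enzyme for full effect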
RSV antiviral HEp-2: inhibition of RSV-induced cytopathic effect – HEp-2 cells, primary 10 µM value included (AID 2391). HEp-2 cells, RSV-induced CPE inhibition; higher % means a stronger effect. one-dose CPE inhibition, % at 10 µM; IC50 in µM for titrated hits. 310,000 tested, 0.13% active; in the data active = a potency from the dose series; inconclusive = CPE inhibition mostly from about 23% at the one dose, without a potency; inactive = the rest, 99 in 100 with CPE inhibition below about 21%; also: strong numbers were not always called active
SIAH1 antagonists: Siah-1 peptide-binding antagonists, primary screen, biochemical, fluorescence polarization, rhodamine-plectin, uHTS (AID 1817); Siah-1 / rhodamine-plectin peptide fluorescence polarization; higher % means a stronger effect; displacement, % at 20 µM; hits with a dose series show IC50 in µM; 290,000 tested, 0.02% active;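 active = displacement of at least 50% at 20 µM, with a fluorescence ratio check between 0.3 and a set limit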;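 also: plate controls were Siah plus tracer with DMSO for no effect and tracer alone without Siah for full effect; strong numbers were not always called active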
AID2073: disruptors of CaV2.2 binding to Mint1 – biochemical, HTRF (AID 2073); HTRF protein-protein interaction, Mint1-CaV2.2; higher % means a stronger effect; inhibition, % at 20 µM; hits with a dose series show IC50 in µM; 290,000 tested, 0.19% active; in the data active = inhibition mostly above about 51%, no sharp cut-off; inconclusive = no clear call, values can overlap the other calls; inactive = mostly below about 53%; also: some results filed as inactive read as strong as hits
Rac1 GTP hydrolysis: MgcRacGAP GTPase-activating activity inhibitors, confirmation, biochemical, ADP Hunter fluorescence; inhibition, % at 30 µM; hits with a dose series show IC50 in µM; 340,000 tested, 0.6% active; MgcRacGAP-stimulated Rac1 GTP hydrolysis, ADP Hunter fluorescence; higher % means a stronger effect; GST-tagged Rac1 F28L mutant substrate; AID 624330;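 active = first-screen hits whose inhibition reached a set limit at any dose in the follow-up dose series; inconclusive = inhibition above the set first-screen limit but never retested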;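 also: fluorescence reports GDP produced by GAP-driven GTP hydrolysis; strong numbers were not always called active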
XIAP antagonists: XIAP antagonists, biochemical, IAP family, fluorescence polarization (AID 1018); XIAP BIR domain, fluorescence polarization peptide displacement; higher % means a stronger effect; displacement, % at 20 µM; hits with a dose series show IC50 in µM; 200,000 tested, 0.007% active; in the data active = displacement above about 50%; also: a part of the inactive calls stands beside numbers as strong as those of hits
Dengue-2 NS5 capping pilot replicate: further read-out of Dengue-2 NS5 capping, marked with its call; inhibition, %; measured here: pilot screen replicate inhibition
* hit, by the source's call; ? = inconclusive; / = not tested or not shown.

SMILES | HIV peptide binding | Large T inhibition | Dengue-2 NS5 capping | LYP phosphatase | RSV antiviral HEp-2 | SIAH1 antagonists | AID2073 | Rac1 GTP hydrolysis | XIAP antagonists | others
Cc1ccc(Nc2cc(-n3nc(C)cc3C)ncn2)c(C)c1 | -2.0% | -4.9% | 4.0% | -2.1% | -0.2% | -2.4% | -14.5% | -0.2% | -1.7%
COc1cc(NC(=O)c2cc([N+](=O)[O-])ccc2NC(=O)CNCc2ccccn2)cc(OC)c1 | -0.8% | 9.8% | -6.7% | -6.5% | 3.8% | 2.7% | -2.7% | 8.7% | /
O=C(N/C(=C\c1cccs1)C(=O)N1CCCCCC1)c1ccccc1 | -1.3% | 5.9% | -5.6% | -2.9% | 1.6% | -4.5% | -8.9% | 11.3% | -6.6%
Nc1nc(N2CCOCC2)n[nH]1 | 0.0% | 1.3% | -3.7% | -2.3% | / | 3.1% | 6.7% | 10.0% | -6.9%
O=C(CCNS(=O)(=O)c1ccccc1)NNC(=O)C1COc2ccccc2O1 (stereo not drawn) | / | 13.0% | -9.4% | / | -1.7% | / | / | 4.6% | /
CCCNC(=S)NNC(=O)c1cc(C2CC2)nc2ccccc12 | -2.7% | 10.0% | -2.0% | -8.2% | 1.0% | -6.4% | -30.8% | 7.8% | /
Cc1cc(C)cc(-n2nnnc2SCC(=O)Nc2cccc(NC(=O)c3ccco3)c2)c1 | 3.1% | 13.1% | 1.6% | 2.1% | 10.4% | -7.6% | 1.1% | 8.6% | -2.3%
Cc1cccc(OCC(=O)Nc2ccccc2N2CCCCC2)c1 | 0.3% | 4.2% | 1.3% | -7.6% | 17.8% | 1.9% | 1.0% | 1.0% | 0.2%
Cc1cccc(C)c1NCc1n[nH]c(=S)n1-c1ccccc1 | -1.6% | 17.0% | -12.5% | -11.2% | 0.2% | -2.1% | -8.3% | -6.7% | -8.9%
COc1cccc(CN(C(=O)c2ccco2)C2CCS(=O)(=O)C2)c1 (stereo not drawn) | -0.1% | -7.7% | -2.6% | -5.6% | 1.1% | -0.7% | 5.3% | -9.3% | /
COc1ccc(NC(=O)NC(C)c2ccc3c(c2)OCO3)c(OC)c1 (stereo not drawn) | 1.2% | 25.5% | -6.7% | 2.8% | 0.8% | 5.4% | 10.7% | 6.8% | /
Cc1nn(CC(=O)Nc2cc(S(=O)(=O)N(C)C)ccc2Cl)c(C)c1[N+](=O)[O-] | -1.8% | -8.4% | -6.7% | -4.0% | 0.8% | 8.7% | 3.3% | -1.9% | -0.8%
COc1c(C)cc(C(=O)C2CCCN(Cc3cnc(N4CCOCC4)s3)C2)cc1C (stereo not drawn) | -0.2% | 7.6% | -10.8% | -0.1% | 7.7% | 3.0% | 5.9% | -9.2% | -1.6%
COC(=O)C1CCCN1S(=O)(=O)c1ccc([N+](=O)[O-])cc1 (stereo not drawn) | 0.7% | 6.4% | -0.7% | -1.7% | 1.5% | 7.4% | -5.7% | 7.1% | / | Dengue-2 NS5 capping pilot replicate=0.9
O=C1CS/C(=N/N=C2CCCC2)N1 | 0.4% | 11.6% | -2.8% | -10.2% | 1.1% | 16.4% | 13.4% | 11.0% | -3.5%
COc1ccc(-n2cnnc2SCC(=O)Nc2ccccc2F)cc1 | 0.9% | 12.3% | -7.2% | -5.9% | 1.7% | 3.3% | 9.0% | 4.6% | /
O=C(OCCNc1nc(-c2ccccc2)nc2ccccc12)c1ccncc1 | -0.6% | 18.7% | -8.0% | -6.9% | 5.2% | 19.6% | -7.3% | 8.1% | -0.8%
Cc1[nH]c2ccccc2c1C(C[N+](=O)[O-])c1cccs1 (stereo not drawn) | 6.7% | 8.5% | -7.2% | 5.6% | 1.4% | 1.7% | 4.4% | 11.8% | 2.4%
O=C(CNc1n[nH]c(=O)[nH]c1=O)N/N=C/C1CC=CCC1 (stereo not drawn) | 0.0% | 26.6% | 4.6% | -7.9% | 1.4% | -0.1% | -11.0% | -2.2% | /
CCOC(=O)C(=O)N1CCC(Cc2ccccc2)CC1 | -1.4% | 6.7% | -0.7% | 0.3% | -1.1% | -3.4% | 4.0% | 6.6% | -7.2%
CCc1ccc(NC(=O)COC(=O)CCCC2=NS(=O)(=O)c3ccccc3N2)cc1 | -4.1% | 1.4% | -4.0% | 2.3% | 1.1% | 2.0% | -2.5% | 1.3% | -6.4%
Cc1ccc2cc(C)c(NCCO)nc2c1 | -2.3% | 14.3% | / | -1.0% | -0.1% | 1.1% | 9.1% | 9.7% | -1.9%
Cc1ccc(C(=O)Nc2ccc3[nH]c(=O)[nH]c3c2)c(C)c1 | -1.7% | 9.2% | -2.3% | -7.2% | 7.5% | 0.7% | -3.7% | 0.4% | -4.5%
CC(C)CCn1c(CN2CCN(Cc3ccccc3)CC2)nc2c1c(=O)[nH]c(=O)n2C | -1.4% | -1.2% | 0.7% | -0.7% | 1.6% | -4.6% | -2.4% | -4.0% | -3.8% | Dengue-2 NS5 capping pilot replicate=-1.2
CCc1nnc(NC(=O)CSc2nnc(Cc3cc(=O)[nH]c(=O)[nH]3)n2-c2ccc(OC)cc2)s1 | -1.5% | 3.9% | -2.1% | -8.8% | 2.0% | -5.2% | -13.0% | 10.7% | -6.5%
SMILES | HIV peptide binding | Large T inhibition | Dengue-2 NS5 capping | LYP phosphatase | RSV antiviral HEp-2 | SIAH1 antagonists | AID2073 | Rac1 GTP hydrolysis | XIAP antagonists | others
CCN(CC)Cc1c(C(=O)OC)nnn1-c1nonc1N | 1.2% | 3.8% | -7.5% | 0.5% | 3.2% | -3.1% | -6.9% | -0.6% | -7.3%
Cc1c(C(=O)N2CCNCC2)oc2ccccc12 | -1.4% | 7.6% | -11.9% | -6.2% | -0.4% | 3.7% | 9.1% | 11.7% | /
Cc1ccc(-n2nnnc2SCC(=O)c2cc(C)n(-c3cc(C)on3)c2C)cc1 | 1.2% | 4.2% | -2.4% | 1.1% | -0.3% | -4.1% | 7.8% | 7.7% | -5.7%
CN(C)c1ccc(/C=N/NC(=O)c2cccc(C(=O)N/N=C/c3ccc(N(C)C)cc3)n2)cc1 | 0.9% | 6.6% | 0.0% | -3.6% | 0.7% | -2.7% | 43.4% | 14.6% | -4.4%
CC1CCC(NC(=O)C2CCC(CNS(=O)(=O)c3cccc4cccnc34)CC2)CC1 (stereo not drawn) | 0.6% | 9.4% | 0.0% | -9.2% | 2.9% | 8.4% | 9.5% | 9.1% | /
Cc1cc(C(=O)O)cc(S(=O)(=O)Nc2ccccc2C(=O)NC(C)c2ccccc2)c1C (stereo not drawn) | 17.3% | 11.3% | -1.9% | -8.0% | 0.3% | 5.8% | 7.4% | 3.3% | /
O=C(C[n+]1cn(C(F)F)c2ccccc21)c1ccc(Br)cc1 | 5.4% | 35.1% | 2.3% | -4.9% | -0.6% | -2.3% | -19.5% | 4.0% | -10.8%
Cc1ccc(S(=O)(=O)N2CCN(Cc3cc(C(C)C)ccc3O)CC2)cc1 | 0.1% | -1.9% | -2.4% | -0.5% | ? | -1.3% | -11.6% | 12.0% | -2.8%
N=c1n(CCc2ccccc2)c2ccccc2n1Cc1ccccc1F | -2.7% | 4.7% | 2.2% | -8.0% | 1.8% | -1.8% | 3.0% | 6.2% | -3.7%
O=C(CCCN1C(=O)CSc2ncccc21)N1CCN(Cc2ccccc2)CC1 | -0.4% | -0.3% | -2.2% | -3.9% | 1.9% | 12.4% | -8.1% | 4.5% | -2.0%
O=C(NC(=S)Nc1cccc2cccnc12)c1cccs1 | -1.9% | 4.8% | -4.5% | 1.7% | 2.8% | -3.8% | 0.2% | 5.2% | -3.9%
CN1CCCC(OC(=O)c2ccccc2Br)C1 (stereo not drawn) | 1.5% | 9.2% | -4.7% | -1.5% | 1.1% | 0.0% | 1.6% | 4.7% | /
Cc1nn(Cc2ccccc2)c(C)c1NC(=O)c1cc2nc(-c3ccco3)cc(C(F)(F)F)n2n1 | 1.0% | 5.7% | 0.6% | 2.7% | 0.1% | 5.4% | 3.9% | 0.7% | -1.8%
COc1ccc(C(c2nnnn2Cc2ccc(F)cc2)N2CCN(c3ccc(OC)cc3)CC2)cc1 (stereo not drawn) | -0.8% | 0.5% | 0.7% | 4.4% | 3.8% | 0.4% | -10.1% | 10.6% | -8.2%
CC1CC(OCC(O)CN2CCCCC2C)CC(C)(C)C1 (stereo not drawn) | 0.3% | 11.4% | -1.9% | -11.0% | -0.1% | 5.3% | 2.3% | -0.8% | /
Cc1ccc2nc(CCc3nc4ccc(C)cc4[nH]3)[nH]c2c1 | -2.2% | 8.2% | -9.2% | -7.8% | 6.7% | 1.4% | -2.0% | 11.9% | /
COC(=O)c1sc(=S)n(-c2ccccc2OC)c1N | -3.8% | 6.4% | -1.0% | 1.4% | 0.2% | -1.2% | -40.2% | 5.0% | -8.0%
CC(C)C(C(=O)N1CCOCC1)N1C(=O)c2ccccc2C1=O (stereo not drawn) | 0.4% | 8.2% | -1.4% | -11.6% | 4.8% | -2.7% | 0.8% | 1.8% | -1.4%
COc1ccc(C(=O)NNC(=O)c2ccccc2[N+](=O)[O-])cc1 | -0.4% | 3.5% | -2.2% | -6.3% | 0.9% | -1.5% | 12.2% | -0.2% | -3.7%
CCOC(=O)C1CC2CC(C1)CN(C(=O)C1CCCCC1)C2 (stereo not drawn) | 1.4% | 1.7% | -4.7% | -7.1% | -2.3% | -0.8% | 3.2% | 1.9% | -7.3%
CCOCCCNC(=O)C1CCC(=O)N1CCc1ccccc1 (stereo not drawn) | 3.0% | 18.1% | -0.6% | -4.6% | 1.3% | 1.7% | -10.3% | 12.2% | -1.3%
CCCc1cc(O)c2c(C)cc(=O)oc2c1 | -1.0% | 6.5% | -8.3% | -0.4% | 1.4% | 17.7% | ? | 8.2% | 0.6%
CCN(CC)CCC(c1cc(OC)c(OC)c(OC)c1)c1c(OC)cc(OC)c2c(C)cc(=O)oc12 (stereo not drawn) | -1.4% | 4.2% | -4.1% | -6.9% | -1.8% | -5.4% | 8.2% | 9.2% | /
CC(C)(C)c1ccc(C(=O)N/C(=C\c2ccco2)C(=O)Nc2ccccc2C(=O)O)cc1 | 37.3% | 9.9% | -4.2% | -3.7% | 2.4% | -5.8% | 27.8% | 7.9% | /
CN(C(=O)Nc1ccccc1)n1cnc2ccccc2c1=O | -0.5% | 3.2% | -9.3% | -4.4% | 2.1% | 3.7% | -1.5% | 6.0% | /

Structural class, those above with a thiophene ring, fused or not.
SMILES | HIV peptide binding | Large T inhibition | Dengue-2 NS5 capping | LYP phosphatase | RSV antiviral HEp-2 | SIAH1 antagonists | AID2073 | Rac1 GTP hydrolysis | XIAP antagonists | others
O=C(N/C(=C\c1cccs1)C(=O)N1CCCCCC1)c1ccccc1 | -1.3% | 5.9% | -5.6% | -2.9% | 1.6% | -4.5% | -8.9% | 11.3% | -6.6%
Cc1[nH]c2ccccc2c1C(C[N+](=O)[O-])c1cccs1 (stereo not drawn) | 6.7% | 8.5% | -7.2% | 5.6% | 1.4% | 1.7% | 4.4% | 11.8% | 2.4%
O=C(NC(=S)Nc1cccc2cccnc12)c1cccs1 | -1.9% | 4.8% | -4.5% | 1.7% | 2.8% | -3.8% | 0.2% | 5.2% | -3.9%
